GALK inh – qHTS Assay for Inhibitors of Human Galactokinase (GALK); Purified GALK, Kinase-Glo residual ATP luminescence; Potency, µM (top dose mostly 57.5 µM), inactives show at the highest dose activity change, negative = inhibition, actives largely listed as inhibitors; actives 0.007% (n = 270,000); AID 1868, 2009; also: potency is read from the fitted curve at half-maximal effect; % is scaled to controls: 0 for no effect and ±100 for the full control effect
Target sequence (P51570 whole entry, looked up): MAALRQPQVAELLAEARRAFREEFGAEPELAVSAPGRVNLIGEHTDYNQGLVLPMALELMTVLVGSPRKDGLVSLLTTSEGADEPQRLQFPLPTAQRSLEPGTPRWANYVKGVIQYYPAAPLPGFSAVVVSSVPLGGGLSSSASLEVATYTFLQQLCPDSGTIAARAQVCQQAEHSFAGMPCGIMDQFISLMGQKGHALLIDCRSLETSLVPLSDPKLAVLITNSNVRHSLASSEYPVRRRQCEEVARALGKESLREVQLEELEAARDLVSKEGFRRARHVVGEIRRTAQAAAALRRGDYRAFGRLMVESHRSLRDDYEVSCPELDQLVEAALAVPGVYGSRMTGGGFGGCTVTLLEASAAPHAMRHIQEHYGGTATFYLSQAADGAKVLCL
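ATP-depletion format; final 35 uM ATP, 100 uM D-galactose, 5 nM enzyme; pH 8.0 HEPES/Mg2+ buffer; 60 min RT; luminescence read 10 min after detection reagent.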
Giardia kill – Small Molecules that selectively kill Giardia lamblia: qHTS | Giardia lamblia trophozoite viability | activity change, % at 7.66 µM, hits read low | actives 0.15% (n = 340,000); in the data active = activity change below about -80%; inconclusive = between about -30% and that limit;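 also: parasites exposed to compound for two days anaerobically before the ATP read; % is scaled to controls: 0 for no effect and ±100 for the full control effect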
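Trophozoites 100 cells/well + cpd; 48 hrs, 37 deg C, anaerobic. ATPLite 1-Step added, 15-30 min RT, luminescence read (ATP-based viability).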
hERG WT inh – qHTS for Inhibitors of KCHN2 3.1: Wildtype qHTS; Voltage-gated inwardly rectifying potassium channel KCNH2 (Homo sapiens), Q12809; U2OS, BacMam KCNH2, thallium flux FluxOr; stronger effect = lower value; activity change, % at 1.84 µM; actives 0.37% (n = 340,000);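 active = maximum activity change below -70%; inconclusive = maximum activity change between -70% and -50%; inactive = maximum activity change above -50%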; also: % is scaled to controls: 0 for no effect and ±100 for the full control effect
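U2OS cells transduced with wild-type KCNH2 virus are loaded with FluxOr dye for 45 min, and thallium flux is measured in kinetic reads before and after stimulation buffer. Rate constants are normalized to DMSO controls.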
B2AR arrestin – qHTS assay of beta-arrestin-biased ligands of beta2-adrenergic receptor; actives 0.02% (n = 330,000); Potency, µM (top dose mostly 46.1 µM), for the others: top-dose activation, usual class: activators; beta-arrestin recruitment to beta2AR, cell-based reporter;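 also: potency is read from the fitted curve at half-maximal effect; 0% = DMSO controls and full agonism = EC100 isoproterenol or metaproterenol; nearly all actives have a fitted effect of over 65% in size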
KCNH2 3.1 block – qHTS for Inhibitors of KCHN2 3.1: Mutant qHTS; U2OS KCNH2 3.1, thallium flux FluxOr; stronger effect = lower value; activity change, % (tested at about 1.8 µM); actives 0.95% (n = 340,000); AID 720553, 2013;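 active = maximum activity change below -70%; inconclusive = maximum activity change from -70% to -50%; inactive = maximum activity change above -50%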;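 also: thallium influx rate constant from kinetic fluorescence after stimulation buffer; % is scaled to controls: 0 for no effect and ±100 for the full control effect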
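Normalized rate constant (relative to positive and negative DMSO controls) derived from a 2 min kinetic fluorescence read after stimulation; U2OS cells expressing the 3.1 isoform via virus at 1.77 x 10^8 /mL.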
FBPA coupling cs – qHTS Assay for Inhibitors of Fructose-1,6-bisphosphate Aldolase from Giardia Lamblia: Coupling assay counterscreen | coupling enzyme system counterscreen, AmpLite Red fluorescence | activity change, negative = inhibition, % at 58.2 µM, hits read low | actives 0.67% (n = 290,000); in the data active = activity change below about -30%; also: % is scaled to controls: 0 for no effect and ±100 for the full control effect
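Coupling enzymes only (glyceraldehyde-3-phosphate) + compound, at 57.5 uM final, 10 min RT; add substrate/coupling/AmpLite Red mix, 20 min RT; fluorescence ex 525/em 598 nm. Actives flag coupling-system interference.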
TRPV1 ag – HTS Assay for Compounds that Act as Agonists of the Vanilloid Receptor 1; activation, % at 8.33 µM; TRPV1-expressing cells, Fluo-8 calcium influx, agonist mode; actives 0.19% (n = 320,000); Transient receptor potential cation channel subfamily V member 1 (Homo sapiens), Q8NER1; in the data active = activation above about 80%; inconclusive = between about 30% and that limit; also: 0% is about no effect
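Fluo-8 calcium influx in TRPV1-expressing cells, kinetic read (ex 480/em 520 nm). Compound added and read 3 min for agonist activity, followed by capsaicin at EC20 final and 2 min further read for enhancement.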
PKM2 act – qHTS Assay for Activators of Human Muscle isoform 2 Pyruvate Kinase; AID 1631, 2009; actives 0.34% (n = 260,000); Pyruvate kinase PKM (Homo sapiens), P14618; purified PKM2, Kinase-Glo ATP luminescence, activation; response scale: 0% is enzyme alone, no compound; Potency, µM (titrated, usually from 57.5 µM), for inactives: at the highest dose activation, most hits filed as activators; also: potency is read from the fitted curve at half-maximal effect; % is scaled to controls: 0 for no effect and ±100 for the full control effect; nearly all actives have a fitted effect of over 55% in size
Target sequence (P14618 whole entry, looked up, canonical isoform): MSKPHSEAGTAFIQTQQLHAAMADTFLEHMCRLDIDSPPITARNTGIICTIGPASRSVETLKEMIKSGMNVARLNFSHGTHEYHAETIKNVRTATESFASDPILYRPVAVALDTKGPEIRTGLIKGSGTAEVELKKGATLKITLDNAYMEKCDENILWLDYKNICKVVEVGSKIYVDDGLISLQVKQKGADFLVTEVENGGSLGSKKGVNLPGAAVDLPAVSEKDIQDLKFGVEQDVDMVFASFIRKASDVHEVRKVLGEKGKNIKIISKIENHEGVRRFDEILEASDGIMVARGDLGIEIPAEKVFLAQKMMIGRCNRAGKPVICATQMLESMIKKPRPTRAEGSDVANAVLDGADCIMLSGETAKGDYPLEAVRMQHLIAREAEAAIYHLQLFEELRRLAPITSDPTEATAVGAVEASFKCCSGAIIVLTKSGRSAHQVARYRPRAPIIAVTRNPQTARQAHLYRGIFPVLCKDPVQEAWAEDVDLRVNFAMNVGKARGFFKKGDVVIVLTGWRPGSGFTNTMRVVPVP
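Purified hPK-M2 (>95%) run at intermediate activity with 0.1 mM ADP and 0.5 mM PEP in 50 mM imidazole pH 7.2, KCl, MgCl2; 1 h room temperature. ATP formed read by Kinase-Glo luminescence; normalized to uninhibited and no-enzyme controls.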
CXXC DNA block – qHTS Fluorescence Polarization Assay for Inhibitors of MLL CXXC domain - DNA interaction | actives 0.037% (n = 290,000) | MLL-CXXC / FITC-HOXA9 DNA fluorescence polarization | Histone-lysine N-methyltransferase 2A (Homo sapiens), Q03164 | Potency, µM (series often up to 115 µM), without a hit: at the top dose activity change, negative = inhibition, most hits filed as inhibitors; active = well fitted inhibition curve with a large enough effect in the polarisation, with a control signal flat, not every such curve was filed as active; inconclusive = small, poorly fitted or top-dose-only effect, or effect the other way, or a change in a side signal; inactive = no such curve, though single readings can be large or run the other way; the % refers to the polarisation; also: potency is read from the fitted curve at half-maximal effect
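Fluorescence polarization: 7 uM MLL-CXXC (stock) preincubated 5 min with compounds, then 50 nM fluorescein-HOX-A9 DNA (stock) added; 30 min ambient. Buffer 50 mM Tris-HCl pH 7.5, 50 mM NaCl, 1 mM DTT, 0.05% BSA.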
Menin MLL FP TR – qHTS Assay for Inhibitors Targeting the Menin-MLL Interaction in MLL Related Leukemias: Competition With Texas Red Labeled MLL-derived Mutant Peptide; O00255; Menin + Texas Red MLL mutant peptide, fluorescence polarization; Potency, µM (series often up to 61.6 µM), for inactives: at the highest dose FP activity change, negative = inhibition, hits mostly inhibitors; actives 0.23% (n = 270,000); AID 1768, 2009; active = well fitted inhibition curve with a large enough effect in the polarisation, with a control signal flat, not every such curve was filed as active; inconclusive = small, poorly fitted or top-dose-only effect, or effect the other way, or a change in a side signal; inactive = no such curve, though single readings can be large or run the other way; the % refers to the polarisation; also: potency is read from the fitted curve at half-maximal effect; % of control where 0% means no effect; many of its hits are not listed in these tables
USP2a inh – qHTS Assay for Inhibitors of Ubiquitin-specific Protease USP2a Using CHOP2 as the Reporter | USP2 core, Ub-CHOP2 coupled fluorogenic reporter, 485/531 | Potency, µM (doses to about 38.3 µM), for inactives: top-dose activity change, negative = inhibition, hits mostly inhibitors | actives 0.01% (n = 330,000);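 also: potency is read from the fitted curve at half-maximal effect; plate controls were DMSO wells for no effect and full inhibition by NEM control for full effect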
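USP2 core (10nM final) preincubated 30min RT with compound in 20mM Tris-HCl pH 8.0, 2mM CaCl2, 2mM beta-mercaptoethanol, 0.05% CHAPS; 25nM Ub-CHOP2 plus 25nM reporter substrate added, fluorescence (Ex485/Em531) read after 60min.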
Numbers without * were called inactive; [ ] = another dose, or the depositor's remark. Unless noted, calls follow the shape of the dose curve; as a rule, active = well fitted curve in the direction sought with a large enough effect; inconclusive = small, poorly fitted or top-dose-only effect, or another doubt; inactive = no such curve, though single readings can be large; an effect the other way counts as inactive or inconclusive.

CCOc1ccc(N2CC(O)Cn3c2nc2c3c(=O)n(CCCc3ccccc3)c(=O)n2C)cc1 (stereo not given) was read as GALK inh -4%, Giardia kill -22, hERG WT inh 6, B2AR arrestin -0.3%, KCNH2 3.1 block -3, FBPA coupling cs 0, TRPV1 ag 7, PKM2 act -1%, CXXC DNA block 0%, Menin MLL FP TR -20% and USP2a inh 3%.
Screening Cc1nnc(NC(=O)CSc2nccn2-c2ccc(F)cc2)s1 returned GALK inh 0%, Giardia kill -14, hERG WT inh -9, B2AR arrestin -0.1%, KCNH2 3.1 block 3, FBPA coupling cs 0, TRPV1 ag 4, PKM2 act 1%, CXXC DNA block 1%, Menin MLL FP TR 6% and USP2a inh 0%.
`CCOC(=O)c1sc2cccc(Cl)c2c1N` gave GALK inh -3%, Giardia kill 27, hERG WT inh 6, B2AR arrestin 0.2%, KCNH2 3.1 block 9, FBPA coupling cs -2, TRPV1 ag 8, PKM2 act 1%, CXXC DNA block -1%, Menin MLL FP TR 15% and USP2a inh 4%.
For N#Cc1ccc(-c2ccc(OCC(=O)NN=Cc3ccncc3)cc2)cc1 the results were Giardia kill 0, hERG WT inh 46, B2AR arrestin -0.6%, KCNH2 3.1 block -25 and USP2a inh -6%.
Screening O=C(Cc1ccccc1)Nc1ccc(NC(=O)c2cccs2)c(Cl)c1 returned GALK inh 0%, Giardia kill 2, hERG WT inh -8, B2AR arrestin 2.4%, KCNH2 3.1 block 8, FBPA coupling cs 0, TRPV1 ag 15, PKM2 act 2%, CXXC DNA block 2%, Menin MLL FP TR 0% and USP2a inh 10%.
`O=C(CCCOc1ccc(Cl)cc1)NCCc1ccccc1` gave GALK inh 6%, Giardia kill 14, hERG WT inh 8, B2AR arrestin -0.1%, KCNH2 3.1 block 2, FBPA coupling cs 2, TRPV1 ag inconclusive, PKM2 act -1%, CXXC DNA block -7%, Menin MLL FP TR -10% and USP2a inh 3%.
For Cc1nc2ccccc2c2oc(C(=O)N3CCCC(C)C3)cc12 (stereo not given) the results were GALK inh 5%, Giardia kill -6, hERG WT inh -6, B2AR arrestin -0.1%, KCNH2 3.1 block 0, FBPA coupling cs 2, TRPV1 ag inconclusive, PKM2 act 5%[0.46 µM], CXXC DNA block 21%, Menin MLL FP TR inconclusive and USP2a inh -1%.
Screening O=C(c1cc(S(=O)(=O)N2CCCCC2)ccc1Cl)N1CCOCC1 returned GALK inh 4%, Giardia kill -8, hERG WT inh -14, B2AR arrestin -0.7%, KCNH2 3.1 block -4, FBPA coupling cs 0, TRPV1 ag -1, PKM2 act 3%, CXXC DNA block 4%, Menin MLL FP TR -27% and USP2a inh 3%.
Screening COc1ccc(NC(=O)CSCc2cc(=O)n3cc(C)sc3n2)cc1 returned GALK inh -2%, Giardia kill 0, hERG WT inh -5, B2AR arrestin -0.2%, KCNH2 3.1 block 8, TRPV1 ag 1, CXXC DNA block 0% and USP2a inh 1%.
`Cc1nnc(SCC(=O)N2c3ccccc3C(C)(c3ccc(Cl)cc3)CC2(C)C)s1` (stereo not given) gave GALK inh -1%, Giardia kill 12, hERG WT inh 2, B2AR arrestin -0.2%, KCNH2 3.1 block -9, FBPA coupling cs 0, TRPV1 ag inconclusive, PKM2 act 0%, CXXC DNA block 8%, Menin MLL FP TR -2% and USP2a inh 0%.
COc1ccc(Nc2nc(N)c([N+](=O)[O-])c(NCCO)n2)cc1 was read as GALK inh 5%, Giardia kill 31[activator], hERG WT inh 8, B2AR arrestin -0.9%, KCNH2 3.1 block 0, FBPA coupling cs 5, TRPV1 ag -2, PKM2 act -1%, CXXC DNA block -6% and USP2a inh 1%.
`Cc1ccc(S(=O)(=O)Nc2ccccc2F)cc1C(=O)NNC(=O)c1csc(N2CCOCC2)n1` gave Giardia kill -7, hERG WT inh -3, B2AR arrestin -0.1%, KCNH2 3.1 block 11, TRPV1 ag 0 and USP2a inh -1%.
`Brc1ccc(/C=N/Nc2ccccc2)cc1` gave GALK inh 1%, Giardia kill 22, hERG WT inh -6, B2AR arrestin -2.1%, KCNH2 3.1 block -16, FBPA coupling cs -1, TRPV1 ag 8, PKM2 act 0%, CXXC DNA block 3%, Menin MLL FP TR inconclusive and USP2a inh 2%.
For CC(=O)Nc1ccc(NC(=O)CSc2ncnn2-c2ccccc2)cc1 the results were GALK inh -3%, Giardia kill 8, hERG WT inh -4, B2AR arrestin -0.6%, KCNH2 3.1 block -14, TRPV1 ag 0, PKM2 act 7%, CXXC DNA block 30%[activator], Menin MLL FP TR -7% and USP2a inh 1%.
CCN(C[C@H]1N[C@@](Cc2ccccc2)(C(=O)OC)[C@H]2C(=O)N(C)C(=O)[C@@H]12)C(C)=O was read as Giardia kill 1, hERG WT inh 10, B2AR arrestin -0.7%, KCNH2 3.1 block -26 and USP2a inh 0%.
Cc1cc(-c2ccccc2)c(C#N)c(SCC(N)=O)n1 was read as GALK inh 2%, Giardia kill 1, hERG WT inh -13, B2AR arrestin 0.0%, FBPA coupling cs -1, TRPV1 ag -1, PKM2 act -5%, CXXC DNA block -1%, Menin MLL FP TR -4% and USP2a inh 1%.
O=S(=O)(Nc1ccc2c(c1)OCCO2)c1cccc2cccnc12 was read as GALK inh 2%, Giardia kill 9, hERG WT inh -3, B2AR arrestin -0.2%, KCNH2 3.1 block -3, FBPA coupling cs 0, TRPV1 ag -2, PKM2 act 9%, CXXC DNA block 6%, Menin MLL FP TR 1% and USP2a inh -2%.
`CCOC(=O)N1CCN(C(=O)C2CC(=O)N(Cc3ccc(OC)cc3)C2)CC1` (stereo not given) gave GALK inh -3%, Giardia kill 7, hERG WT inh -10, B2AR arrestin 0.2%, KCNH2 3.1 block 1, FBPA coupling cs 3, TRPV1 ag -7, PKM2 act -5%, CXXC DNA block -2%, Menin MLL FP TR -9% and USP2a inh 0%.
`CCC(NC(=O)CC[C@H]1O[C@@H](n2cc(C)c(=O)[nH]c2=O)C[C@@H]1O)c1ccccc1` (stereo not given in full) gave Giardia kill 14, hERG WT inh -7, B2AR arrestin -0.4%, KCNH2 3.1 block -2 and USP2a inh -3%.
Screening Cc1nc2c(C(=O)O)cnn2c(C)c1Cc1ccccc1F returned GALK inh 2%, Giardia kill -4, hERG WT inh 7, B2AR arrestin -0.2%, KCNH2 3.1 block 1, FBPA coupling cs 20, TRPV1 ag -1, PKM2 act -5%, CXXC DNA block -4%, Menin MLL FP TR 1% and USP2a inh 0%.
`CCOC(=O)C1CCN(Cc2cc(Cl)c3ccccc3c2O)CC1` gave GALK inh 7%, Giardia kill 7, hERG WT inh -5, B2AR arrestin -0.7%, KCNH2 3.1 block -3, FBPA coupling cs -19, TRPV1 ag 14, PKM2 act 8%, CXXC DNA block -6%, Menin MLL FP TR 1% and USP2a inh 0%.
Screening N#CCc1ccc(NC(=O)Nc2cccc(Cl)c2)cc1 returned GALK inh 1%, Giardia kill -16, hERG WT inh 10, B2AR arrestin 0.0%, KCNH2 3.1 block 4, FBPA coupling cs 0, TRPV1 ag 13, PKM2 act 5%, CXXC DNA block 4%, Menin MLL FP TR -21% and USP2a inh 3%.
Screening CC(NC(=O)COC(=O)c1ccc(OCC2CCCO2)cc1)c1ccccc1Cl (stereo not given) returned Giardia kill -3, hERG WT inh -5, B2AR arrestin 0.0%, KCNH2 3.1 block -3, TRPV1 ag 16 and USP2a inh -1%.
For COc1ccc(OC)c(-c2csc(NC(=O)CSc3ccccc3)n2)c1 the results were GALK inh 0%, Giardia kill 3, hERG WT inh -7, B2AR arrestin -0.9%, KCNH2 3.1 block 5, FBPA coupling cs -12, TRPV1 ag -5, PKM2 act 1%, CXXC DNA block 15%, Menin MLL FP TR inconclusive and USP2a inh 2%.
COc1cc(OC)cc(C(=O)Nc2nc(-c3ccccc3)c(-c3ccccc3)o2)c1 was read as GALK inh 1%, Giardia kill -23, hERG WT inh -8, B2AR arrestin 0.2%, KCNH2 3.1 block -14, FBPA coupling cs 4, TRPV1 ag -5, PKM2 act 0%, CXXC DNA block -2%, Menin MLL FP TR 1% and USP2a inh -9%.

Screening results (PubChem)

Not all compounds are listed; the hit share may differ from the screen's.
